GLP-1R agonist: qHTS of GLP-1 Receptor Agonists | AID 624172, 2012 | Glucagon-like peptide 1 receptor (Homo sapiens), P43220 | 0.007% of 380,000 active | Potency, µM (doses to about 45.6 µM), for the others: at the highest dose activation, most hits filed as activators | HEK293 GLP-1R CRE-luciferase, luminescence, 4-6 h; cells express a hypersensitive GLP-1R form; also: potency is read from the fitted curve at half-maximal effect; % of control where 0% means no effect
Target sequence (P43220 whole entry, looked up): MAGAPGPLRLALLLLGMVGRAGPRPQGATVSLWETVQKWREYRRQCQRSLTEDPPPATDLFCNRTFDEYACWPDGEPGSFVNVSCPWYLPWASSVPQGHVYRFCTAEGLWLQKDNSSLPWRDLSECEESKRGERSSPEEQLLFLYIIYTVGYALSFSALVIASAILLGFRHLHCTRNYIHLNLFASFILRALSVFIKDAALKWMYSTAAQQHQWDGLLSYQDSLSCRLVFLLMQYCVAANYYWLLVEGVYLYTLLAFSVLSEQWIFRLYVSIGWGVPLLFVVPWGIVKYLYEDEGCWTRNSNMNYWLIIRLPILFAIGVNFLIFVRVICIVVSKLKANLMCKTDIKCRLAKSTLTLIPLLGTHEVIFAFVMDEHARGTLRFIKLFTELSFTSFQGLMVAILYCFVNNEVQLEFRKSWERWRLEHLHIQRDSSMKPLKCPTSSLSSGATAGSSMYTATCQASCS
HEK293 tox: qHTS of GLP-1 Receptor Inverse Agonists: Cytotox Screen; HEK293 cAMP-luciferase reporter cells, luminescence, 24 h; Potency, µM (doses to about 38.3 µM), without a hit: top-dose activity change, negative = inhibition, actives largely listed as inhibitors; 0.13% of 410,000 active;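 also: loss of luciferase light is scored as toxicity; potency is read from the fitted curve at half-maximal effect; % is scaled to controls: 0 for no effect and ±100 for the full control effect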
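MLSMR compounds, 24 hr on cells at 37 deg C/5% CO2; luminescence after luciferase reagent (12 min RT). Inhibition counted as the undesired cytotoxic outcome.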
PI5P4Ka inh: qHTS for Inhibitors of phosphatidylinositol 5-phosphate 4-kinase (PI5P4K). Phosphatidylinositol 5-phosphate 4-kinase type-2 alpha (Homo sapiens), P48426. PI5P4Kalpha enzyme, ADP-Glo luminescence, 60 min; stronger effect = lower value. max response, %. 1.2% of 330,000 active. AID 652105, 2013; active = max response of -50% or lower; inconclusive = between -30% and -50%; inactive = -30% or higher; also: value at the top dose of about 77 µM; % is scaled to controls: 0 for no effect and ±100 for the full control effect
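Luminescence from ADP-Glo served as readout of PI5P4Kalpha activity in a qHTS format. Reaction: enzyme, substrate, compound, ATP at 5 microM final, 60 min at RT.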
DRD3 antagonist: qHTS of D3 Dopamine Receptor Antagonist: qHTS | 2.5% of 360,000 active | D3R cells, DiscoveRx beta-arrestin luminescence, antagonist mode; stronger effect = lower value | D(3) dopamine receptor (Homo sapiens), P35462 | AID 652054, 2013 | max response, negative = inhibition, %; in the data active = max response below about -50%; inconclusive = no clear call, values can overlap the other calls; also: % is scaled to controls: 0 for no effect and ±100 for the full control effect; mostly tested at two doses, the higher about 12 µM
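Cells plated overnight at 1500 cells/well, then exposed to library compounds with dopamine controls for 90 minutes at 37 degrees C. DiscoveRx reagent added for 30–60 minutes at room temperature; luminescence read, quantitative HTS format.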
PLK1 PBD inh: qHTS for Inhibitors of PLK1-PDB (polo-like kinase 1 - polo-box domain): Primary Screen; Serine/threonine-protein kinase PLK1 (Homo sapiens), P53350; Plk1 PBD binding of FITC phosphopeptide, fluorescence polarization; Potency, µM, without a hit: max response, negative = inhibition, hits mostly inhibitors; 2.8% of 360,000 active; AID 720504, 2013; also: potency is read from the fitted curve at half-maximal effect; series mostly up to about 57 µM; % is scaled to controls: 0 for no effect and ±100 for the full control effect; nearly all actives have a fitted effect of over 65% in size
Target sequence (P53350 whole entry, looked up, the tested form may be a part): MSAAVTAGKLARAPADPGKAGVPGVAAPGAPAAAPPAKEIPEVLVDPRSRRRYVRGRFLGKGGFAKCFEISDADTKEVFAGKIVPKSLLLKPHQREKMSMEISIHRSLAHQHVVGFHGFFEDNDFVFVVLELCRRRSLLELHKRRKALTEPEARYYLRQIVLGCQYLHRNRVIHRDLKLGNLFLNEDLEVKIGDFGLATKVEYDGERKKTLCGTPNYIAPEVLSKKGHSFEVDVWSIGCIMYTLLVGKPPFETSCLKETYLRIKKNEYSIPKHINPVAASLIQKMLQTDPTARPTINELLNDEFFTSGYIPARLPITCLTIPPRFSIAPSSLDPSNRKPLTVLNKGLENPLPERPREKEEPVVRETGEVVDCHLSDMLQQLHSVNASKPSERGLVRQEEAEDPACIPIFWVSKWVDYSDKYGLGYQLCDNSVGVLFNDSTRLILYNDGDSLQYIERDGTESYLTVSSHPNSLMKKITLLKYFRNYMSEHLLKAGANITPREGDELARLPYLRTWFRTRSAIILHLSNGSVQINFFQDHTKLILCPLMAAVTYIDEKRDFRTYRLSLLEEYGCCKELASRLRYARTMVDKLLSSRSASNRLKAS
IL-2 act: qHTS of IL-2 Activators; activation, % (series mostly up to about 46 µM); IL-2 activation reporter assay, cell-based qHTS; stimulated with anti-CD3/CD4/CD28 beads; in transgenic mouse T cells; AID 652025, 2013; 0.065% of 360,000 active; in the data active = activation above about 50%; inconclusive = mostly about 30% to 49%; also: 0% is about no effect
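Unstimulated transgenic mouse T cells, 750 per well, received compound and, after 60 minutes, anti-CD3/anti-CD4 bead plus anti-CD28 stimulation. EGFP and DsRed were quantified after 18 hours.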
WRN helicase inh: qHTS for Inhibitors of WRN Helicase; AID 651768, 2012; WRN helicase unwinding, fluorescent forked duplex, kinetic; 0.46% of 360,000 active; Bifunctional 3'-5' exonuclease/ATP-dependent helicase WRN (Homo sapiens), Q14191; Potency, µM (top dose mostly 114 µM), for the others: at the top dose activity change, negative = inhibition, usual class: inhibitors; also: potency is read from the fitted curve at half-maximal effect; % is scaled to controls: 0 for no effect and ±100 for the full control effect; nearly all actives have a fitted effect of over 55% in size
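WRN at 20 nM final was preincubated with compound for 15 min at room temperature; reaction started with 100 nM forked duplex oligonucleotide carrying fluorophore and quencher plus 2 mM ATP (final). Unwinding followed kinetically by red fluorescence (ex 525/em 598 nm).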
D3 ag: qHTS of D3 Dopamine Receptor Agonist: qHTS | max activation, % | D(3) dopamine receptor (Homo sapiens), P35462 | D3R DiscoveRx beta-arrestin cells, luminescence, 90 min | AID 652048, 2013 | 0.58% of 410,000 active; in the data active = max activation above about 30%; also: 0% is about no effect; mostly tested at two doses, the higher about 12 µM
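Cells at 1500/well, incubated overnight, then treated with pinned compounds (dopamine as control) for 90 min at 37 degrees C. DiscoveRx reagent added for 30 - 60 minutes at room temperature; luminescence read.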
GLP-1R inv ag: qHTS of GLP-1 Receptor Inverse Agonists (Inhibition Mode). 1.6% of 410,000 active. Glucagon-like peptide 1 receptor (Homo sapiens), P43220. AID 624417, 2012. Potency, µM (highest dose often 38.3 µM), inactives show at the top dose activity change, negative = inhibition, hits mostly inhibitors. HEK293 GLP-1R CRE-luciferase, luminescence, 24 h; GLP-1R form is constitutively active; also: potency is read from the fitted curve at half-maximal effect; % is scaled to controls: 0 for no effect and ±100 for the full control effect; nearly all actives have a fitted effect of over 55% in size
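Constitutively active GLP-1R drives a cAMP-responsive luciferase in stably transfected HEK293 cells; test compounds are added after overnight (12 h) attachment and left 24 hr, and signal loss in luminescence marks inhibition.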
Numbers without * were called inactive; ? = inconclusive; / = no result given; [ ] = remark or other dose. Unless noted, calls follow the shape of the dose curve; as a rule, active = well fitted curve in the direction sought with a large enough effect; inconclusive = small, poorly fitted or top-dose-only effect, or another doubt; inactive = no such curve, though single readings can be large; an effect the other way counts as inactive or inconclusive.

SMILES	GLP-1R agonist	HEK293 tox	PI5P4Ka inh	DRD3 antagonist	PLK1 PBD inh	IL-2 act	WRN helicase inh	D3 ag	GLP-1R inv ag
O=C(CC1C(=O)NCCN1Cc1ccc(-c2ccccc2)cc1)NCC1CCOCC1 (stereo not given)	10%	-7%	-3	23	-13%	-0.4	2%	14	2%
O=C(Nc1ccccc1Cl)c1cc(=O)c2ccccc2o1	-10%	5%	-6	2	-11%	-0.2	-17%	4	24%
COc1ccccc1OCCCOc1c(Cl)cc(C)cc1Cl	16%	21%	10	-3	2%	-2.3	-31%[57.1 µM]	1	?
Cc1ccc(C)c(S(=O)(=O)N2CCCOC2CNC(=O)C(=O)NCCN2CCOCC2)c1 (stereo not given)	3%	-5%	-6	9	2%	-1.3	-13%	10	0%
N#Cc1c(-n2ccnc2)cccc1-n1ccnc1	-12%	-8%	1	8	-6%	2.2	7%	-2	1%
CCOC(=O)CC(NC(=O)Cc1ccc(F)cc1)c1ccccc1Cl (stereo not given)	-3%	3%	-4	3	1%	-0.9	-5%	4	?
CCc1cc(-c2n[nH]c(C)c2-c2nc3ccccc3n2C)c(O)cc1O	11%	-22%	11	5	0%	-0.3	-4%	4	?
COc1cc2c(cc1OC)CN(CC(=O)Nc1ccc(F)cc1)C(C(=O)O)C2 (stereo not given)	0%	0%	2	9	-9%	0.3	4%	0	3%
C=CCN1C(=O)c2ccc(C(=O)N(CCOC)c3c(N)n(CCCC)c(=O)[nH]c3=O)cc2C1=O	-12%	-12%	2	9	-2%	-0.6	-11%	1	0%
CC1=C(C(=O)Nc2ccc(Cl)cc2)C(c2cccs2)n2nnnc2N1 (stereo not given)	-10%	-7%	/	16	1%	-3.0	4%	0	?
CCc1ccc(-n2c(=S)sc3c(=O)[nH]c(SCC(=O)NC4CCCCC4)nc32)cc1	11%	6%	?	-51*	-24%	0.3	-4%	-2	-22%
CS(=O)(=O)c1nc(-c2ccc(Br)cc2)cc(-c2ccccc2)c1C#N	5%	?	1	-17	-4%	-3.6	-19%	12	-11%
COc1ccc(NC(=O)CCS(=O)(=O)c2ccc3c(c2)CCCN3C(C)=O)cc1	4%	-6%	2	1	-6%	2.5	-2%	0	-14%
CC1(C)Cc2c(sc(NC(=O)C(=O)N3CCCC3)c2C(N)=O)CO1	6%	-11%	-8	-9	24µM*	-1.6	7%	0	34%[activator]
NC(N)=N/N=C(\N=Nc1ccccc1)c1ccc(Cl)cc1	-5%	?	-9	-5	0%	-0.5	-8%	-6	10µM*
CN(C)c1cc[n+](CC(=O)Nc2c(Cl)cc(Cl)cc2Cl)cc1	5%	-3%	0	9	-1%	-0.6	4%	-10	-13%
CCOC(=O)Cc1csc(SCC(=O)N2CCN(c3ccccc3)CC2)n1	1%	12%	5	-15	1%	-0.4	0%	-6	-26%
COc1ccccc1C(CNC(=O)C1COc2ccccc2O1)N1CCCC1 (stereo not given)	3%	-11%	0	-15	3%	-0.4	6%	-8	?
Cc1cccc(-c2nc3cc(NC(=O)C4CCCO4)ccc3o2)c1 (stereo not given)	-19%	-18%	-10	38	0%	-0.7	5%	0	?
N#Cc1cc(Sc2ccccn2)c(Sc2ccccn2)cc1C#N	-1%	8%	/	8	?	-0.7	0%	-23	-31%
CC(C)CC(NC(=O)OC(C)(C)C)C(=O)NC(C(=O)N1CCCC1C(N)=O)C(C)C (stereo not given)	36%	-25%	11	26	-8%	-0.2	-3%	0	-2%
Cn1nnnc1SCCNC(=O)C1CCC(=O)N(CCc2cccc(F)c2)C1 (stereo not given)	1%	3%	-2	15	-10%	0.6	0%	0	4%
COc1ccc(C(C)(C)C)cc1NC(=O)c1cncc(Br)c1	3%	3%	14	0	0%	0.5	-10%	5	-3%
COc1ccc2cc(C(c3nnnn3C3CCCCC3)N3CCCCCC3)c3nnnn3c2c1 (stereo not given)	4%	18%	3	1	-4%	3.7	-5%	1	28%
O=C(O)c1cccc(-c2ccc(/C=N/Nc3ccc([N+](=O)[O-])cc3)o2)c1	0%	?	-21	-27	47%[activator]	0.5	?	-5	?

Brought forward from above: two entries, followed by the next part.
SMILES	GLP-1R agonist	HEK293 tox	PI5P4Ka inh	DRD3 antagonist	PLK1 PBD inh	IL-2 act	WRN helicase inh	D3 ag	GLP-1R inv ag
COc1ccc2cc(C(c3nnnn3C3CCCCC3)N3CCCCCC3)c3nnnn3c2c1 (stereo not given)	4%	18%	3	1	-4%	3.7	-5%	1	28%
O=C(O)c1cccc(-c2ccc(/C=N/Nc3ccc([N+](=O)[O-])cc3)o2)c1	0%	?	-21	-27	47%[activator]	0.5	?	-5	?
O=[N+]([O-])c1cc(CN2CCN(c3cccc(C(F)(F)F)c3)CC2)c2cccnc2c1O	-3%	-29%	-68*	-106*	?	-0.3	-10%	-27	?
O=C(CSc1nc2c(c(=O)n1-c1ccc(F)cc1)SCC2)NCc1ccco1	-1%	-6%	-8	19	-8%	-1.7	-8%	2	-4%
COc1ccc(OCCC(=O)OCC(=O)NCCc2ccccc2)cc1	1%	3%	4	12	-8%	0.5	2%	6	12%
O=c1oc2ccccc2n1Cc1cccc(Cl)c1	-5%	-9%	0	10	5%	0.5	4%	-7	?
O=C(Nc1nnc(C2CC2)s1)c1cccs1	-1%	-3%	-9	-19	-23%	-5.2	3%	2	28%
CN(CCOC(=O)c1ccc2c(c1)OCCO2)Cc1ccccc1	4%	-3%	0	-79*	-8%	-0.5	1%	0	-29%
COc1ccc(NC(=O)Nc2ccc(N3CCOCC3)c3nonc23)c(OC)c1	-4%	-7%	-2	-9	6%	-1.5	10%	-2	4%
O=C(Cc1cccc2ccccc12)Nc1ccc(N2CCOCC2)cc1	4%	0%	0	0	-1%	0.1	-6%	-6	?
CCC(=O)c1ccc(SC(=O)N(C)C)cc1O	1%	3%	-8	-9	-23%	-0.4	3%	0	2%
COc1ccccc1-c1coc2c(CN3CCCCC3C)c(O)ccc2c1=O (stereo not given)	1%	1%	8	5	3%	-0.1	-9%	6	15%
Cc1cc(OCC(=O)N2CCN(c3cccc(Cl)c3)CC2)c2c(C)c(C)c(=O)oc2c1	-5%	-5%	0	10	-15%	0.1	13%	2	-7%
CCOc1ccccc1NC(=O)NNC(=O)COc1cccc(C)c1C	-12%	-4%	-6	-5	-14%	-1.1	-26%	-1	?
O=C(Nc1ccncc1)C1CCN(S(=O)(=O)c2c(Cl)cccc2Cl)CC1	7%	-2%	-4	0	4%	-5.1	5%	11	-2%
COc1ccc(C(=O)N(CC(=O)NC(C)(C)C)c2ccc3c(c2)OCCO3)cc1OC	-12%	7%	/	17	-4%	0.4	5%	9	5%
Cc1ccccc1CNC(=O)C(=O)Nc1nccs1	8%	-8%	-7	5	-4%	-0.1	-2%	-3	37%[activator]
Cc1ccc(S(=O)(=O)N2CCOCC2)cc1C(=O)Nc1ccncc1	-3%	7%	2	5	-14%	1.0	5%	-1	-15%
Cc1cccc(N=C2NC(=O)/C(=C/c3cccnc3)S2)c1C	-2%	5%	-22	-61*	-26%	1.0	-9%	-4	?
CC(=O)Nc1cccc(C)c1	-1%	0%	-1	21	3%	0.0	-4%	24	14%
CC(C)N1CCN(Cc2cccc(-c3ccco3)c2)CC1CCO (stereo not given)	19%	-10%	-3	-11	-15%	0.5	0%	-6	?
O=C(COc1ncnc2ccccc12)NC(=O)NCc1ccccc1	-1%	-4%	/	17	-8%	-0.4	8%	-12	-15%
Cc1c(NC2=CC(=O)CC(C)(C)C2)ccc([N+](=O)[O-])c1C	8%	11%	-3	-19	-15%	-0.6	-29%[57.1 µM]	-2	7%
Fc1ccc(Oc2nc(-c3ccccc3)nnc2C(F)(F)F)cc1	-17%	-10%	4	-24	-1%	3.1	3%	-1	19%
CN(C)/C=C/C=C1C(=O)CCCC1=O	-8%	?	-1	-6	-7%	-1.2	?	-1	0%
CC(C)CSc1nsc(N)n1	1%	-19%	/	4	-2%	-2.1	-8%[57.1 µM]	0	58%[activator]

4 entries from above, with two lines to a compound:
The line under a structure holds: GLP-1R agonist, HEK293 tox, PI5P4Ka inh, DRD3 antagonist, PLK1 PBD inh, IL-2 act, WRN helicase inh, D3 ag, GLP-1R inv ag
> Cc1ccc(C)c(S(=O)(=O)N2CCCOC2CNC(=O)C(=O)NCCN2CCOCC2)c1 (stereo not given)
  3%, -5%, -6, 9, 2%, -1.3, -13%, 10, 0%
> COc1cc2c(cc1OC)CN(CC(=O)Nc1ccc(F)cc1)C(C(=O)O)C2 (stereo not given)
  0%, 0%, 2, 9, -9%, 0.3, 4%, 0, 3%
> O=C(O)c1cccc(-c2ccc(/C=N/Nc3ccc([N+](=O)[O-])cc3)o2)c1
  0%, ?, -21, -27, 47%[activator], 0.5, ?, -5, ?
> CC1=C(C(=O)Nc2ccc(Cl)cc2)C(c2cccs2)n2nnnc2N1 (stereo not given)
  -10%, -7%, /, 16, 1%, -3.0, 4%, 0, ?

Source: PubChem BioAssay
